PAFAH1B2 inh – blocks human PAF acetylhydrolase 1b catalytic subunit 2 | P68402 | recombinant PAFAH1B2, FP-rhodamine activity probe, fluorescence polarization | inhibition, % at 3.39 µM | 1.2% of 340,000 active;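 active means inhibition above the mean of all tested compounds plus 3 SD, cut at about 24% in these data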;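 further: 0% = enzyme with DMSO and 100% = wells lacking PAFAH1B2; many of its hits are not listed in these tables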
Target sequence (P68402 whole entry, looked up): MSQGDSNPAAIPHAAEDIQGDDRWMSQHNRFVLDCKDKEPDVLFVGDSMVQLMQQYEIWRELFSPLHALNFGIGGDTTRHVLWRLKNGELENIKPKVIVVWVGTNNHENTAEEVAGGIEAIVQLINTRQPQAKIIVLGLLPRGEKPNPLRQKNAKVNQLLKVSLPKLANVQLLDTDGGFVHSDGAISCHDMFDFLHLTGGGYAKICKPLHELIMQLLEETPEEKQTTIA
LYPLA1 inh – counter-screen for PME1 inhibitors: inhibitors of human LYPLA1 | O75608 | recombinant LYPLA1, FP-Rh probe fluorescence polarization | inhibition, % at 5.9 µM | 0.16% of 320,000 active;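 active means inhibition above the mean of all tested compounds plus 3 SD, set per campaign, cut at about 14% in these data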;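 further: inhibitors block serine hydrolase probe labeling of LYPLA1 so polarization falls; 0% = enzyme with DMSO and 100% = wells lacking LYPLA1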
pPAFAH FP inh – pPAFAH (human) enzyme inhibition. recombinant pPAFAH, FP-rhodamine probe fluorescence polarization. inhibition, % at 3.39 µM. 1.5% of 330,000 active;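 active means inhibition above the mean inhibition across the screen plus 3 SD, cut at about 25% in these data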;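 further: inhibitors block binding of the rhodamine activity-based probe so polarization drops; 0% = enzyme with DMSO and 100% = wells lacking pPAFAH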
LYPLA2 inh – counter-screen for PME1 inhibitors: inhibitors of human LYPLA2; O95372; recombinant LYPLA2, FP-Rh probe fluorescence polarization; inhibition, % at 5.9 µM; 0.38% of 320,000 active;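 active means inhibition above the screen-wide mean plus 3 SD, limit set per campaign, cut at about 26% in these data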;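 further: 0% = LYPLA2 with DMSO and 100% = wells lacking LYPLA2 enzyme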
Target sequence (O95372 whole entry, looked up): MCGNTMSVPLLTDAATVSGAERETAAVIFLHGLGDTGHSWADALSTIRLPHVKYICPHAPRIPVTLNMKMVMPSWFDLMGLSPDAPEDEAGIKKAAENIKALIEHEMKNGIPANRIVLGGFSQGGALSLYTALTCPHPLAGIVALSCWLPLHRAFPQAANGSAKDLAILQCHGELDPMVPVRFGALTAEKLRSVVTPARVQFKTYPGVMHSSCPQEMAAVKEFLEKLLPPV
PAFAH2 inh – PAFAH2 (human) inhibition | Q99487 | recombinant PAFAH2, FP-rhodamine activity probe, fluorescence polarization | inhibition, % at 3.39 µM | 0.99% of 340,000 active | AID 492956;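 active means inhibition above the mean over all tested compounds plus 3 SD, cut at about 30% in these data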;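 further: inhibitors block probe labeling of enzyme so polarization drops; 0% = enzyme with DMSO and 100% = wells lacking PAFAH2 protein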
GSTO1 inh – blocks human GSTO1 in RBBP9 counter-screen; AID 1974; recombinant GSTO1, activity-based probe fluorescence polarization; P78417; inhibition, % at 5.96 µM; 1.1% of 300,000 active;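 active means inhibition above the campaign mean inhibition plus 3 SD, cut at about 35% in these data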;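 further: 0% = GSTO1-1 with DMSO and 100% = wells lacking GSTO1-1 enzyme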
Target sequence (P78417 whole entry, looked up): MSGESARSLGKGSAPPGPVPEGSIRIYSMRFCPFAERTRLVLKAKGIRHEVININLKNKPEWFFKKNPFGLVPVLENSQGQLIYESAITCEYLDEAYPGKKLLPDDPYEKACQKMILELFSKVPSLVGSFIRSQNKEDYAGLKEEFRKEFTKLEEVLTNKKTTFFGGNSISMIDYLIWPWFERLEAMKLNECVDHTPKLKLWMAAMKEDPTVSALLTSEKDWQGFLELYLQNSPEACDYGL
PME-1 primary – PME-1 (human) inhibition | Q9Y570 | recombinant PME-1, FP-Rh probe fluorescence polarization | inhibition, % at 5.9 µM | 0.53% of 320,000 active | AID 2130;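 active means inhibition above the campaign mean of all compounds plus 3 SD, cut at about 26% in these data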;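 further: competitive labeling of PME-1 active site by serine hydrolase directed probe; 0% = PME-1 with DMSO and 100% = wells lacking PME-1 enzyme; inhibitors block probe labeling so polarization falls and inhibition rises; many of its hits are not listed in these tables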
PAD4 FP inh – blocks human protein arginine deiminase 4; 0.41% of 330,000 active; recombinant PAD4, RCA probe fluorescence polarization; inhibition, % at 6.36 µM; Q9UM07;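 active means percent inhibition above a cutoff equal to the mean of all tested compounds plus 3 SD, cut at about 15% in these data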;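 further: 0% = PAD4 with RCA probe and DMSO and 100% = probe without PAD4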
PAFAH1B3 inh – inhibitors of human PAFAH1B3 | Q15102 | inhibition, % at 3.39 µM | AID 492972 | 0.28% of 340,000 active | recombinant PAFAH1B3, FP-rhodamine probe, fluorescence polarization;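 active means inhibition above the screen-wide average of all tested compounds plus 3 SD, cut at about 25% in these data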;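 further: 0% = enzyme with DMSO only and 100% = wells lacking PAFAH1B3 protein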
Target sequence (Q15102 whole entry, looked up): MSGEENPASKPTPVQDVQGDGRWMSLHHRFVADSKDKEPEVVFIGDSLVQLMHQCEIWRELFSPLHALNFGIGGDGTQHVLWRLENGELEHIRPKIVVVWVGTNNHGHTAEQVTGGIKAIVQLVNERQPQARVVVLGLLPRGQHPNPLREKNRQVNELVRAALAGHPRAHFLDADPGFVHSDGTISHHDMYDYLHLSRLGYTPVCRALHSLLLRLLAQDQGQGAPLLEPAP
* hit, by the source's call; · = no result given. The list is partial. The share of hits here may be higher or lower than overall.

SMILES	PAFAH1B2 inh	LYPLA1 inh	pPAFAH FP inh	LYPLA2 inh	PAFAH2 inh	GSTO1 inh	PME-1 primary	PAD4 FP inh	PAFAH1B3 inh
O=C(COC(=O)c1ccc2c(c1)OCCO2)Nc1cc(Cl)ccc1Cl	-12	-4	10	-9	21	-4	-22	-1	-7
CCOC(=O)c1cnc(-n2nc(C)cc2C)nc1NCCO	2	3	1	4	-2	5	0	-4	7
O=C(CSc1ccccc1F)NCC1(N2CCCCC2)CCCCC1	0	2	0	5	2	·	1	-3	3
c1ccc(-c2nc3ccccn3c2-c2ccccc2)cc1	6	1	9	3	6	-4	8	0	1
CC1(C)CC(CCN)(Cc2ccccc2Cl)CCO1 (stereo not given)	2	0	-2	-3	2	-2	-1	-2	7
O=C(Cc1nnc(NC(=O)Nc2ccc(Cl)cc2)s1)NCc1ccccc1	-15	-7	6	-9	-51	-4	-10	-1	-16
CC(C)Cn1c(N2CCN(C(=O)c3cccs3)CC2)nc2ccccc21	3	-3	2	4	2	1	1	0	7
O=C(Cc1cccs1)N1CCN(c2ccccn2)CC1	2	-1	1	-2	-3	5	-13	-4	3
Cc1c(CN2CCCC(C(=O)c3cccc(Cl)c3)C2)c(=O)n(-c2ccccc2)n1C (stereo not given)	-2	0	0	1	6	-1	-7	-4	1
NC(=O)Cn1c(=O)n(Cc2ccco2)c(=O)c2c3c(sc21)CCCCC3	0	-2	36*	10	13	23	1	3	1
CN(C(=O)COC(=O)c1ccccc1Nc1ccccc1)c1c(N)n(Cc2ccccc2)c(=O)[nH]c1=O	1	2	15	2	-1	12	-3	0	0
Cc1ccc(S(=O)(=O)N2CCN(C(=O)CCn3nc(C)c(C)c3C)CC2)cc1C	0	0	3	6	-2	-1	7	-1	5
COc1cc(OC)cc(C(=O)Nc2nc(CC(=O)NC(C)c3ccccc3)cs2)c1 (stereo not given)	2	-5	5	-8	-6	-6	3	0	1
Cc1cc(C(=O)Nc2ccc(F)cc2)c2ccccc2n1	1	-2	2	3	4	1	-2	0	1
CN(c1ccccc1)S(=O)(=O)c1cccc(NC(=O)c2ccc(=O)[nH]n2)c1	1	·	-3	·	-7	·	·	0	-6
COc1ccc(C2=NN(C(=O)CSc3ncccn3)C(c3ccc(OC)cc3)C2)cc1 (stereo not given)	0	-5	1	-6	8	-1	-5	3	5
COc1ccc(Nc2nccc3c2ncn3C)cc1	2	1	-1	5	0	3	-2	-1	2
O=C(CCN1C(=O)/C(=C\c2ccccc2F)SC1=S)N1CCCCC1	1	2	1	3	15	47*	3	-5	9
CCOc1ccc(N(CC)S(=O)(=O)c2cccc3nsnc23)cc1	6	-5	-1	-1	-5	-5	-4	-1	1
Cc1ccc(SCC(=O)OCC(=O)NCCc2ccccc2)cc1	50*	1	28*	0	4	·	-8	-5	9

Pulled by compound from above, 2 records:
SMILES	PAFAH1B2 inh	LYPLA1 inh	pPAFAH FP inh	LYPLA2 inh	PAFAH2 inh	GSTO1 inh	PME-1 primary	PAD4 FP inh	PAFAH1B3 inh
COc1cc(OC)cc(C(=O)Nc2nc(CC(=O)NC(C)c3ccccc3)cs2)c1 (stereo not given)	2	-5	5	-8	-6	-6	3	0	1
Cc1ccc(SCC(=O)OCC(=O)NCCc2ccccc2)cc1	50*	1	28*	0	4	·	-8	-5	9

New compounds follow.
SMILES	PAFAH1B2 inh	LYPLA1 inh	pPAFAH FP inh	LYPLA2 inh	PAFAH2 inh	GSTO1 inh	PME-1 primary	PAD4 FP inh	PAFAH1B3 inh
Cc1nc(NCC2CCCO2)nc2c1C(=O)CC(C)C2 (stereo not given)	6	-1	1	-1	6	-4	-2	1	4
COC(=O)c1sccc1NC(=O)CSc1ccccc1NS(=O)(=O)c1ccc(Cl)cc1	7	-5	9	-10	-2	-2	21	-4	-3
S=C(NCCc1ccc(Cl)cc1)NCc1ccccc1	17	-2	5	-1	-2	0	4	-4	6
Cc1cc(C)c(Cn2cnc3ccccc32)c(C)c1	-1	4	6	0	-2	12	4	0	3
Cc1cc(C)n(CCNC(=O)c2cc(COc3c(F)cccc3F)on2)n1	10	-1	-5	3	0	-3	-3	-4	5
O=C(O/N=C/c1ccc(Br)cc1)c1ccc(F)cc1	45*	-1	-2	2	67*	9	-5	-1	2
NC(N)=NS(=O)(=O)c1ccc(NC(=S)NC(=O)Cc2ccc(Cl)cc2)cc1	10	-1	2	-2	8	5	-1	-3	12
COc1ccc(Nc2nc(C(F)(F)F)nc(C)c2C#N)cc1	5	-2	4	-5	-1	4	-2	2	7
COc1ccc(CNc2oc(COc3ccccc3)nc2C#N)cc1	20	2	5	8	-20	-7	-5	2	-4
CCOC(=O)CC1C(=O)NC2CCCCC2N1C(=O)Nc1ccc(Cl)cc1 (stereo not given)	0	0	-5	7	0	4	2	2	4
O=C(NCc1cccs1)Nc1cccs1	4	2	2	2	-3	15	-3	-1	10
CC1(C)Oc2ccc3ccc(=O)oc3c2/C(=C/NNC(N)=S)C1=O	15	9	6	-4	8	-1	2	-2	20
CC(C)(C)C(=O)COC(=O)c1ccccc1O	1	2	3	-4	6	7	2	5	2
O=C(OCCCc1cc2ccccc2c(=O)o1)N1CCOCC1	-1	·	0	·	7	·	·	-1	11
O=C(c1cccc(F)c1)N1CCC2(CC1)NCCc1[nH]cnc12	1	-1	3	4	-5	4	3	1	3
CSc1ncccc1C(=O)Nc1ccc(C)cn1	3	0	1	5	6	3	0	0	4
CCOC(=O)CC(=O)CSc1nc(-c2ccccc2)cc(-c2ccc(Cl)cc2)c1C#N	4	-1	14	-5	-1	-8	-6	0	1
CCNCc1nc2cc(OC)c(OC)cc2c(=O)[nH]1	-1	-4	-5	-2	1	4	-1	-7	5
N#Cc1sc2nc(-c3cccs3)cc(-c3ccc(Cl)cc3)c2c1N	-2	-1	6	0	0	-2	4	-5	1
O=C(c1ccc(Cl)cc1Cl)N1CCSCC1	5	2	4	-3	4	3	-2	4	2
COc1ccc(Nc2sc(C(=O)c3ccc(Cl)cc3)c(N)c2C(=O)Nc2ccccc2OC)cc1	-1	-1	9	9	25	-2	8	0	12
COc1ccc(C)cc1S(=O)(=O)N1CCN(C)CC1c1ccccc1 (stereo not given)	0	-1	-1	-2	-8	·	0	3	-1
CCNC(=O)NC(=O)C(C)OC(=O)c1ccc(-n2nc(SC)sc2=S)cc1 (stereo not given)	-6	-3	4	-1	-3	6	-2	-1	-1
CC1(C)C2CCC1(CS(=O)(=O)N1CCCC1C(=O)O)C(=O)C2 (stereo not given)	2	·	0	·	-8	·	·	-3	6
CCSC1=N/C(=C\C=C2/Oc3ccccc3N2CC)C(=O)S1	1	5	8	4	6	-14	10	-8	3
Cc1ccc(S(=O)(=O)N2CCN(C(=O)COC(=O)c3cnc(C)cn3)CC2)c(C)c1	-3	1	2	5	6	2	10	1	0
Cc1noc(C)c1C(=O)Nc1ccc(-c2nnc3n2CCCCC3)cc1	3	8	2	1	-1	·	2	0	12
O=C1CCCC2=C1C(c1ccco1)Nc1ccc3ccccc3c12 (stereo not given)	2	-1	40*	-4	26	38*	-1	0	3
O=C(c1ccc(F)cc1)N(Cc1ccccc1)C1CCS(=O)(=O)C1 (stereo not given)	-4	-1	5	-1	5	4	1	-1	-2
c1ccc(OCc2nnnn2-c2ccccc2)cc1	5	0	1	5	11	-3	-1	3	9
O=C(NC1CCc2ccccc21)c1cc(COc2ccc(F)cc2Cl)on1 (stereo not given)	3	1	8	5	2	-2	2	7	7
O=S(=O)(Nc1cc(C(F)(F)F)ccc1N1CCOCC1)c1ccccc1	1	3	1	-6	-2	3	6	-1	4
OCCCN1CCN(CCCOc2ccccc2-c2ccccc2)CC1	2	2	7	-5	-7	-1	2	1	4
CCn1c(CC(=O)Nc2ccccc2C)nnc1SCC(=O)Nc1nncs1	6	-3	3	-1	4	-2	0	5	6
CC(=O)N1CCOc2ccc(S(=O)(=O)N3CCN(c4cc(C)ccc4C)CC3)cc21	3	0	2	7	0	1	0	4	3
Oc1ccc(/C=N/NC(=S)NC2CC3CCC2C3)cc1 (stereo not given)	7	-4	6	-7	9	-10	6	-6	2
CN(C)c1ccc(C(CNS(=O)(=O)c2cccc([N+](=O)[O-])c2)N2CCOCC2)cc1 (stereo not given)	5	-1	-2	2	-2	13	0	-1	8
S=c1[nH]nc(COc2ccccc2)n1/N=C/C=C/c1ccco1	·	0	22	2	·	23	4	0	·
O=C(Nc1nc2c(Cl)ccc(Cl)c2s1)C1CC1	-4	-4	-3	-1	5	-9	-8	5	-3
O=C(c1ccccc1F)N1CCN(Cc2cccc(Cl)c2)CC1	4	3	29*	1	6	-8	1	-6	3
COc1cccc2sc(NN)nc12	2	-3	8	0	13	15	23	3	8
COc1ccccc1NC(=O)COC(=O)c1ccc(S(=O)(=O)N2CCCCCC2)cc1	1	·	3	·	3	·	·	-6	3
O=C(COc1coc(CN2CCN(c3ccccc3F)CC2)cc1=O)NC1CCCC1	-1	2	4	3	-4	-5	1	-2	11
CC(NC(=O)Nc1ccc(Cl)cc1)C(c1cccs1)N1CCOCC1 (stereo not given)	6	2	-5	-8	-3	-3	1	-10	7
O=C(Nc1nc2ccc(Cl)cc2s1)c1ccc(Br)o1	5	0	-3	-1	0	-7	-8	-4	0
O=C(Nc1ccc(Br)cc1)c1ccccc1CC[N+](=O)[O-]	-2	-2	-2	-4	0	0	-4	3	4
CC[C@H]1OC(=O)[C@H](C)[C@@H](O[C@H]2C[C@@](C)(OC)[C@@H](O)[C@H](C)O2)[C@H](C)[C@@H](O[C@@H]2O[C@H](C)C[C@H](N(C)C)[C@H]2O)[C@](C)(O)C[C@@H](C)C(=O)[C@H](C)[C@@H](O)[C@]1(C)O	14	9	2	18	14	8	-2	0	5
O=C(Nc1nccs1)c1cc(S(=O)(=O)N2CCCCC2)ccc1Cl	8	-1	3	2	5	-3	-5	-5	1
C/C(=N\NC(=O)c1cc(C)oc1C)c1ccc2c(c1)OCO2	3	-2	2	3	2	1	6	-8	4
CCOC(=O)NC(NCCc1ccccc1)(C(F)(F)F)C(F)(F)F	-2	1	-1	-3	1	3	-4	-5	8
COc1ccccc1-c1ccc(Nc2ccc(C(=O)N3CCOCC3)cc2)nn1	1	0	-5	6	0	5	-9	1	6
Cc1cc(OCC(=O)N2CCN(c3cccc(Cl)c3)CC2)c2c(C)c(C)c(=O)oc2c1	1	2	6	8	9	2	-2	-3	4
Cc1cccc(NC(=O)CCN2CCC(C(N)=O)CC2)c1	0	-1	1	1	0	0	0	0	16
O=[N+]([O-])c1ccccc1/C=N/OCc1ccccc1	6	-3	5	21	6	6	10	0	-2
O=C(COc1ccccc1)Nc1cccc(-c2ccc(N3CCOCC3)nn2)c1	-4	2	4	1	1	-4	-4	-3	7
COc1cccc(CN(C)C(=O)CNC(=O)c2cccs2)c1OC	6	1	-4	2	4	5	-1	0	0
CC(C)c1ccc(NC(=O)CN2CCN(C(=O)C3CCCO3)CC2)cc1 (stereo not given)	0	2	7	5	1	7	2	4	0
CCCc1nnc(NC(=O)CCS(=O)(=O)c2ccccc2)s1	-6	1	1	-2	-1	1	-4	-3	0
C/C(=N\NC(=O)COc1ccccc1-c1ccccc1)c1cccnc1	-2	-1	4	5	5	3	0	-1	3
CC(C)CN1CCNC(=O)C1CC(=O)NCc1cnn(-c2cccc(F)c2)c1 (stereo not given)	1	-3	4	0	-1	2	-3	-1	1
C=CCN(CC=C)S(=O)(=O)c1ccc(F)cc1	0	0	-1	2	6	5	4	0	2
NS(=O)(=O)c1ccc(CCNC(=O)COC(=O)c2cc([N+](=O)[O-])ccc2N2CCOCC2)cc1	-1	0	2	2	4	-2	-1	-2	0
